Screens (PubChem)
KDM5B inhibitor = Primary screen for KDM5B Histone Demethylases FDH-coupled qHTS; Lysine-specific demethylase 5B (Homo sapiens), Q9UGL1; KDM5B demethylase, FDH-coupled NADH fluorescence (FDH is formaldehyde dehydrogenase); Potency, µM (series often up to 57.7 µM), for inactives: top-dose activity change, negative = inhibition, actives largely listed as inhibitors; actives 2.6% (n = 220,000); active means well fitted inhibition curve with a large enough effect; inconclusive means small, poorly fitted or top-dose-only effect; inactive means no such curve, though single readings can be large or run the other way; further: 0% is about no effect; nearly all actives have a fitted effect of over 70% in size
Target sequence (Q9UGL1 whole entry, looked up): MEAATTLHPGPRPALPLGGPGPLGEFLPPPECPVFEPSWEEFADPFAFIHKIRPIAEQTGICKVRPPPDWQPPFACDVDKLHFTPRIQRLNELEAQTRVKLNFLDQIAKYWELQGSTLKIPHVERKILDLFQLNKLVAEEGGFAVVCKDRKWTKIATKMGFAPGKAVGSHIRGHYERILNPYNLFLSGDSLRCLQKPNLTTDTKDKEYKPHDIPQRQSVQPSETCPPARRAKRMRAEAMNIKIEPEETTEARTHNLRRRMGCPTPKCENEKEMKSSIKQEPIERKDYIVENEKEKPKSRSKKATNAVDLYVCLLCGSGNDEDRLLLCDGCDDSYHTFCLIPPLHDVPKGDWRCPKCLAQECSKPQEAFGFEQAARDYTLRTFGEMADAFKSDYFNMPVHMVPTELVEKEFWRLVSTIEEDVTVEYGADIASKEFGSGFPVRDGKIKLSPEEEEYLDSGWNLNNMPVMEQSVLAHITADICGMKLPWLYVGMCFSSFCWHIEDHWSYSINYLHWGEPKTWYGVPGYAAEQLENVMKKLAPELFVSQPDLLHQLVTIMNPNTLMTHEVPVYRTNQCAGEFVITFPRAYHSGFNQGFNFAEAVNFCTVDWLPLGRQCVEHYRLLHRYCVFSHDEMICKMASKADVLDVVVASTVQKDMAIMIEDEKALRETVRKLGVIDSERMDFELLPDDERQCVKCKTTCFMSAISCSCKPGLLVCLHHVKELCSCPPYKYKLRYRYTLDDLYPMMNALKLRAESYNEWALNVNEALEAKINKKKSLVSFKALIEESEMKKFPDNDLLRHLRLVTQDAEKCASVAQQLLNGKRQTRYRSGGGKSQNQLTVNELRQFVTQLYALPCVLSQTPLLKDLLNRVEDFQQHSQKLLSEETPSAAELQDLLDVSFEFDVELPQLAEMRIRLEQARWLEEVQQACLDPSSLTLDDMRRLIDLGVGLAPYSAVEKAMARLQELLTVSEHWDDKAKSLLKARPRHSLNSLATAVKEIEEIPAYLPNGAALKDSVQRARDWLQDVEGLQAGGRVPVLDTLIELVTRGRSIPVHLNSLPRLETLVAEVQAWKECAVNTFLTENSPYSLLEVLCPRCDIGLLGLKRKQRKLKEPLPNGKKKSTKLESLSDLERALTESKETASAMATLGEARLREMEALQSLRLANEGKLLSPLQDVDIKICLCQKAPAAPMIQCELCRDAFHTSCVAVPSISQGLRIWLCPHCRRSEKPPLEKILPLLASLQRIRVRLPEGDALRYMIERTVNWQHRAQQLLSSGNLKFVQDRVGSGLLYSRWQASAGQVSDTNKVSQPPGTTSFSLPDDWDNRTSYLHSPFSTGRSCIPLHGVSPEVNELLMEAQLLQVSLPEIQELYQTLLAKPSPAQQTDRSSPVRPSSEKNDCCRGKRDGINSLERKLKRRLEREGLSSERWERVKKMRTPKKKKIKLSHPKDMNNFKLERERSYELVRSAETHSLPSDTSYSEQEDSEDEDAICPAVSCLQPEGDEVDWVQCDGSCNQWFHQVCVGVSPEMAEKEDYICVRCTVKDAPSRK
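Here, H3K4me3 peptide (12.5 µM in substrate mix) is demethylated by KDM5BΔAP, 200 nM final, after 10 min compound exposure. Formaldehyde product is coupled through FDH (0.25 U/mL in mix) to NADH fluorescence; 30-min ΔRFU feeds dose-response curves.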
Active calls of the source: *; i = inactive; ? = inconclusive; & = joins results of further samples; [ ] = dose if it differs, or a comment. Potency means the concentration at half of the fitted maximal effect.

SMILES	KDM5B inhibitor
COc1cc2c(cc1CN1CCC3(CCCNC3)C1)OCCCO2 (stereo not given)	49%[activator]
COc1ccc(NC(=O)c2c(NC(=O)c3ccc(Br)cc3)sc3c2CCCC3)cc1	?
Cc1c(C(=O)O)oc2ccccc12	24%
CC1CC[C@@]2(OC1)OC1CC3C4CC(O)C5CC(O)CCC5(C)C4CCC3(C)C1[C@@H]2C (stereo not given in full)	11%
Cn1c(-c2ccccc2)c(C(=O)C(=O)NC(C)(C)C)c2ccccc21	3%
COc1ccccc1N1CCN([C@@H]2[C@H](O)[C@H](CO)O[C@@H]2CNS(=O)(=O)c2ccc(Cl)cc2)CC1	0%
COc1cc(OC)cc(C(=O)OC(C)C(=O)NC2CCCc3ccccc32)c1 (stereo not given)	24%
O=C(CCNS(=O)(=O)c1ccc2c(c1)CCN2C(=O)C1CC1)Nc1cccc(C(F)(F)F)c1	2%
COc1ccc(NC(=O)Nc2nnc(N3CCCC3)s2)cc1	-21%
CCC1CCCCN1S(=O)(=O)c1cc(C(=O)Nc2ccc(C)c(F)c2)ccc1F (stereo not given)	-17%
CN(Cc1ccccc1N1CCCCC1)C(=O)c1cccc(S(=O)(=O)N2CCOCC2)c1	4%
COCc1cc(C)n(CC(=O)Nc2cccc(C(C)=O)c2)c(=O)c1C#N	?
Cn1cc(C(=O)N2CCCC(C)(Cc3ccc4c(c3)OCO4)C2)c(=O)[nH]c1=O (stereo not given)	-4%
COC(=O)c1c(C)[nH]c(C(=O)OC(C)C(=O)c2ccc(F)cc2F)c1C (stereo not given)	1%
O=C(COC(=O)C12CC3CC(CC(Cl)(C3)C1)C2)Nc1ccc2[nH]c(=O)[nH]c2c1	16%
Cc1cc(NC(=O)COC(=O)C2(c3cccc(F)c3)CCCC2)no1	21%
CC(C)n1cnnc1CN(C)Cc1cn(-c2ccccc2)nn1	-28%
O=C1NC2(CCN(CC3CCCCC3)C2)OCc2ccccc21 (stereo not given)	-16%[86.2 µM]
CC(C)COc1cccc(N)c1	-10%
CC(=O)c1ccc(NC(=O)c2cc3c(n2C)CCN(Cc2ccccc2)C3)cc1	-27%
CN(CC(=O)NC(C)(C)C)Cc1cccc2cccnc12	3%
C=CCN(C)C(=O)[C@@H]1Cc2c[nH]c3cccc(c23)[C@H](CC(C)C)N1	-20%[86.2 µM]
CCCN1CCS(=O)(=O)N(Cc2cn(Cc3ccc(F)cc3)nn2)C(C(=O)OC)C1 (stereo not given)	19%
O=C(NCCCn1ccnc1)c1ccc(Cl)cc1	5%
CC(=O)c1ccc(N2CCN(S(=O)(=O)c3cc4[nH]c(=O)c(=O)[nH]c4cc3C)CC2)cc1	-25%
S=C(NCCc1ccccc1)NCc1ccccc1Br	-9%
Cc1ccccc1Cn1nnc2c(=O)[nH]c(C3CCN(C(=O)c4ccccc4Cl)CC3)nc21	16%
Cc1cccc(-c2cc(C(=O)Nc3nccs3)c3ccccc3n2)c1	-26%
COc1ccc(CCNc2oc(/C=C/c3ccc(OC)c(OC)c3)nc2C#N)cc1	?
CN1CCN(c2ccc(C(=O)N[C@H](c3ccccn3)C3CC(O)C3)cc2)CC1 (stereo not given in full)	?
O=[S+]1([O-])NCC2(CCN(Cc3cccc(C(F)(F)F)c3)C2)Oc2ccncc21 (stereo not given)	4%[115 µM]
CCc1n[nH]c(CC2CCN(C(=O)C3CC3)CC2)n1	-2%
CC(OC(=O)c1ccc(-c2ccc([N+](=O)[O-])cc2)o1)C(=O)NC(N)=O (stereo not given)	-18%
CC(C)CCN1CCC2(CC1)CC(=O)N(c1ccccc1)c1ccccc1O2	-8%&-17%
CC1(C)CCCN(CC(=O)c2c[nH]c3ccccc23)C1	-8%
CCN1CCN(C(=O)c2cc3cn(C4CC4)cc3s2)CC1	?
CN1CC2(CCN(CC3CC3)CC2)CC1C(=O)N1CCOCC1 (stereo not given)	10%
Cn1nc(C(=O)N2C[C@@H](Oc3cccnc3)C[C@H]2C(N)=O)c2ccccc21	?
Cn1ncc(N2CCCC(C(=O)O)C2)cc1=O (stereo not given)	-1%
COc1ccc(CCN2C(=O)CCC2(C)C(=O)NCc2cccnc2)cc1OC (stereo not given)	-7%
O=[N+]([O-])c1cccnc1Oc1ccccc1F	28%
CCn1cc(C(=O)NCCc2ccccc2)c(=O)c2cc(S(=O)(=O)N(C)C3CCCCC3)ccc21	-3%
CC(C)c1ccc(C(=O)CC2(O)C(=O)N(CN3CCOCC3)c3ccccc32)cc1 (stereo not given)	20%
Cc1ccc(S(=O)(=O)NCC2CCC(C(=O)NCC(=O)N3CCc4ccccc4C3)CC2)cc1 (stereo not given)	-11%
CCCc1noc(-c2cn(C3CCN(C(=O)c4cccc(N(C)C)c4)CC3)nn2)n1	-4%
COc1ccc(OC)c(CN2CCc3ncc(C(=O)NCc4ccccc4)n3CC2)c1	3%[86.2 µM]
O=C(Cn1ncc2ccccc2c1=O)NCC1CCCCC1	10%
O=C(NC1(c2ccccc2)CCC1)c1cnc(-c2ccccc2)nc1	-1%
O=C(CSc1nnc(Nc2ccccc2F)s1)NC(=O)CN1CCCC1=O	6%
CCCC(=O)N(c1ccc(OCC)cc1)S(=O)(=O)c1ccc2c3c(cccc13)C(=O)N2C	?
Cc1noc(C)c1-c1cc2c(cc(-c3ccccc3)n2C)c(-c2ccnn2C)n1	i
O=[N+]([O-])c1ccc(Cl)c2ncccc12	0%
CC(=O)c1ccc(NC(=O)c2cn(-c3ccccc3)nc2-c2ccc(Br)cc2)cc1	1%
COCCCN1CC2(CCC1=O)CCN(c1ncnc3onc(C)c13)CC2	-9%
COc1ccc(Nc2nnc(-c3ccc(C)c(S(=O)(=O)N4CCOCC4)c3)c3ccccc23)cc1	?
O=C(O)c1ccc(Nc2nc3ccccc3c3nncn23)cc1	7%
FC(F)(F)C1(C(F)(F)F)C2C=CC(C2)N1c1ncccn1 (stereo not given)	21%
COc1ccc(C(=O)N[C@@H]2CCC[C@@H]2C(=O)N2CCOCC2)cn1	8%
C=CCNC(=O)[C@@H]1Cc2cn(Cc3cc(C)on3)c3cccc(c23)[C@H](CC(C)C)N1	?
CCCC1CCC(c2ccc(C(=O)O)cc2)CC1 (stereo not given)	6%
Additional compounds follow.
SMILES	KDM5B inhibitor
Cc1noc([C@H]2CCN(C(=O)C3CC3)C[C@H]2NC(=O)C2CC2)n1	-12%
COCCCn1c(=N)c(C(=O)NC2CCCC2)cc2c(=O)n3ccccc3nc21	i
Cc1ccc(-c2noc(CNC(=O)Nc3ccccc3)n2)cc1	18%
COc1cccc(CC(=O)N2CCCC3(C2)NC(=O)N(Cc2cc(C)ccc2C)C3=O)c1 (stereo not given)	-25%
COc1ccccc1C(=O)N1CC(Oc2ccc(F)cc2C)C1	5%[86.2 µM]
O=C1NC(=NC2CCCCC2)C2(CCN(Cc3cccnc3)CC2)N1c1cc(F)cc(F)c1	12%[115 µM]
C#CCNC(=O)/C=C/c1ccc(C)s1	-13%
CCOc1ccc(OCC)c(C(=O)NCc2coc(-c3cccs3)n2)c1	?
COc1ccc(CCN2CCCC(CN(C)Cc3cnc[nH]3)C2)cc1 (stereo not given)	5%
O=C(Cc1csc(-c2ccccc2Cl)n1)Nc1nc(C2CC2)cs1	-1%
COc1ccc(Cc2nc3ccc(C(=O)NCCc4ccc(Cl)cc4)cc3o2)cc1	-8%
Cc1cc(C)n(-c2nc3c(c(=O)n(CCN4CCOCC4)c(=O)n3C)n2C(C)C)n1	-12%
CCCCCCn1c(N2CCN(Cc3c(Cl)cccc3Cl)CC2)nc2c1c(=O)[nH]c(=O)n2C	23%
O=C(NCCN1CCCCC1)C1CCCC1	?
COC(=O)c1ccc2nc(CO[C@H]3CN(Cc4ccc(S(C)(=O)=O)cc4)C[C@H]3F)[nH]c2c1	-24%
O=C(Nc1ccccc1N1CCCCCC1)C1CCN(S(=O)(=O)c2cc(F)ccc2F)CC1	10%
CN(Cc1ccccc1)c1nc2c(c(=O)n(C)c(=O)n2C)n1CCSc1nc2ccccc2o1	16%
CCOC(=O)c1cnc2c(Cl)cccc2c1Nc1ccc(OCC)cc1	-11%
O=C(c1ccccn1)N1CCC(N2C(=O)C(OCC3CC3)C23CCOCC3)CC1 (stereo not given)	-11%
O=c1c2ccccc2cnn1CN1CCN(S(=O)(=O)c2ccccc2Cl)CC1	59%[activator]
CCOc1ccc(N2CC(NC(=O)c3ccc(S(=O)(=O)N4CCCC4)cc3)CC2=O)cc1 (stereo not given)	-3%
COC[C@@H]1[C@H](NC(=O)C2(Cn3ccnc3)CC2)[C@@H]2CCO[C@H]12	-14%
O=C1CC[C@]2(C(=O)NCc3ccccn3)CCCC[C@H]2N1CCc1ccccc1	?
Cc1ccccc1N1Cc2c(ncnc2N2CCN(c3ncccn3)CC2)N(C)CC1=O	31%[activator]
CC(=O)N1CCC(C(=O)Nc2ccc(Br)cc2F)CC1	16%
COCc1ccc2c(c1)c(OC(C)(C)C(=O)Nc1ccccc1)nn2Cc1cccnc1	-3%[86.2 µM]
CCc1ccc2oc(-c3ccc(C)c(NC(=O)c4cc([N+](=O)[O-])ccc4N4CCOCC4)c3)nc2c1	-2%
COCCCN1Cc2cc(NC(=O)Cc3ccc(OC)cc3)ccc2OC(C)C1=O (stereo not given)	?
CCOC(=O)COc1ccc2c(=O)cc(-c3ccccc3)oc2c1	?
COc1ccc(NC(=O)c2ccc(-n3cccn3)cc2)c(OC)c1	-4%
COc1ccc2ncc3c(-c4ccccc4)nn(-c4ccc(C)c(C)c4)c3c2c1	?
COc1cccc(NC(=O)N[C@H]2C[C@@H](c3nc(-c4ccc(OC(F)(F)F)cc4)no3)N(C)C2)c1	-14%
C=CCNC(=O)N1CC[C@@H](CC(=O)O)[C@@H](CC2=NCCc3cc(OC)ccc32)C1	35µM*
Cc1ccc(NC(=O)CSc2nc3ccc(S(=O)(=O)N4CCOCC4)cc3[nH]2)cc1Cl	?
Cc1sc(-c2cscn2)cc1Br	24%
Cc1cc(C)c2sc(N3CCN(C(=O)C4CC4)CC3)nc2c1	-12%
CCOC(=O)c1scc(-c2ccccc2)c1S(=O)(=O)Nc1cc(OC)cc(OC)c1	-18%
COCC(=O)NC1CCC12CCN(S(=O)(=O)c1cccc3cccnc13)CC2 (stereo not given)	5%
CC1(C)CC(=O)C2=C(C1)NC(=O)NC2c1ccc(Cl)cc1 (stereo not given)	-20%
C/C(=N/O)C1(C)N(O)C(C)(C)C(c2ccc(Cl)cc2)=[N+]1[O-] (stereo not given)	-8%
CCCCOc1ccc(OCCN)cc1	13%
CCCCCn1nc(C(=O)Nc2cccc(OC)c2)c2ccccc2c1=O	-13%
CC(C)(C)NC(=O)C(Sc1ccccc1)c1ccccc1 (stereo not given)	20%
CCNC(=O)CCc1c(C)nn(-c2cccc(C)c2)c1Oc1ccccc1	-12%
O=C(CSc1nnc(C2CC2)n1Cc1ccccc1)c1ccccc1F	-25%
CNS(=O)(=O)c1ccc(CCC(=O)Nc2nc(C)c(C)s2)cc1	18%
O=C(c1cc(-n2cccn2)ccc1Cl)N1CCn2nc(CO)cc2C1	9%
Cc1nn(C)c2c1c(-c1ccccc1)cc(=O)n2Cc1ccccc1F	?
Cc1cc(/C=C/C(=O)c2ccccc2F)cc(C)c1O	?
O=C(c1ccccc1Cl)N1CCn2c(nnc2-c2ccccc2)C1	-25%[86.2 µM]
c1ccc(CCc2nnc3sc(-c4ccc5ccccc5n4)nn23)cc1	-9%
COc1cc(Cl)ccc1C(=O)N1C[C@@H](CO)[C@H](c2ccncc2)C1	-4%
Cc1ccc(NC(=O)CSc2nnc(Cc3ccccc3)o2)cc1Cl	-12%
COCC(=O)Nc1cc(C(=O)N2CCN(C(C)=O)CC2)c2c(c1)ncn2Cc1ccc(F)cc1	13%
Cc1ccc(C)c(NC(=O)c2nc(S(C)(=O)=O)ncc2N(Cc2ccc(C(C)(C)C)cc2)Cc2ccco2)c1	?
COc1ccccc1C(NC(=O)Cc1ccccc1Cl)c1nccn1C (stereo not given)	-9%
O=C1CCN(C(=O)c2cccnc2)CCCC(C(=O)N2CCN(Cc3ccccc3F)CC2)CCN1 (stereo not given)	19%
COc1ccccc1CNC(=O)CN1C(=O)c2cccnc2Oc2ccccc21	-17%
Cc1cccc(-n2c(=O)c3c(C)c(C)sc3n(CC(N)=O)c2=O)c1	10%
COc1ccc(NC(=O)N2CCCC(Cn3cnc4cccnc43)C2)cc1Cl (stereo not given)	21%

Some of the compounds tested, so the mix of outcomes need not match the whole.
